From PubChem BioAssay
PG9 binder – binders of HIV-1 gp120 antibody PG9, primary screen, biochemical, TR-FRET; HIV-1 gp120 / PG9 antibody interaction; TR-FRET gp120-PG9 antibody binding; inhibition, % at 6.7 µM; 360,000 tested, 0.43% active; AID 624416, 2012; in the data active = inhibition above about 8.5%
TDP2 absorb – human TDP2 enzyme inhibitors, primary screen, biochemical, epi absorbance, recombinant enzyme | T5PNP hydrolysis, p-nitrophenol absorbance 415 nm | inhibition, % at 12.8 µM | 370,000 tested, 0.34% active;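 active = inhibition above the mean of all tested compounds plus 3 SD, set per campaign, cut at about 25% in these data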;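 also: 0% = DMSO with enzyme and 100% = buffer with substrate but no TDP2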
Target sequence (O95551 whole entry, looked up): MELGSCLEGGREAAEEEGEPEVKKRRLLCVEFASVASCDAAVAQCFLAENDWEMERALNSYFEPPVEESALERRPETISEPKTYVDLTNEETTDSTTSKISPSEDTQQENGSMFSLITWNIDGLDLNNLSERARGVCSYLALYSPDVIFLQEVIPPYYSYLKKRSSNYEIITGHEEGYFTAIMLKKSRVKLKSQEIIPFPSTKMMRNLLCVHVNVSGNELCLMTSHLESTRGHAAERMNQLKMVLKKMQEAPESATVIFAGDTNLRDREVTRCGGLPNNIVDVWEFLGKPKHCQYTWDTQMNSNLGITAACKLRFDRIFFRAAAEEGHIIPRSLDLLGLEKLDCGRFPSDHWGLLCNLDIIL
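System – recombinant human TDP2 · Quantity – TDP2 enzyme at 120 nM final · Doses – single concentration, 12.8 µM nominal, with 1% DMSO · Incubation – 2 h at 37 °C · Measured by – epi absorbance of p-nitrophenol freed from T5PNP by hydrolysis · Read-out – % inhibition relative to enzyme-containing and enzyme-free wells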
UHRF1 MBD2 ctr – UHRF1 methylated DNA binding inhibitors, primary screen, counter-screen for MBD2 inhibitor project, biochemical, TR-FRET, human UHRF1, single concentration | E3 ubiquitin-protein ligase UHRF1 (Homo sapiens), Q96T88 | UHRF1 binding to methylated oligo | inhibition, % at 4.4 µM | 370,000 tested, 0.75% active; in the data active = inhibition above about 21%;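 also: UHRF1 SRA domain binding a hemimethylated CpG hairpin DNA probe; 0% = median of test compound wells and 100% = reference inhibitor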
LEDGF integ inh – blockers of LEDGF/p75-dependent integrase strand transfer – biochemical, TR-FRET, high throughput, primary screen; HIV-1 integrase (with human LEDGF/p75); TR-FRET IN-LEDGF/p75 DNA integration, Eu/Cy5; inhibition, % at 3.7 µM; 370,000 tested, 0.64% active; AID 743269, 2014;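 active = inhibition above the screen-wide mean plus 3 SD, cut at about 13% in these data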;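 also: signal is the Cy5 over europium emission ratio at 671 and 618 nm; 0% = plate median of compound wells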
TCR-CD3 inh – inhibitors of human TCR-CD3 interaction, primary screen, biochemical, fluorescence, TAMRA-labeled TCR probe; T-cell receptor (TCR); inhibition, % at 9.4 µM; 360,000 tested, 0.37% active; AID 651800, 2012; in the data active = inhibition above about 19%;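 also: recombinant mutant TCR 2C K166C tagged with TAMRA read by polarization; 0% = receptor in buffer alone and 100% = receptor with positive control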
HTRA1 inh – HTRA1 serine protease inhibitors, primary screen, biochemical, fluorescence polarization, HTS | 340,000 tested, 0.5% active | recombinant HTRA1, FP-rhodamine activity-based probe | Q92743 | inhibition, % at 5.96 µM; in the data active = inhibition above about 36%;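 also: 0% = enzyme with DMSO and 100% = wells lacking enzyme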
SIAE primary – human SIAE inhibitors, primary screen, biochemical, fluorescence polarization, FP-Rh probe, 1536-well HTS. Sialate O-acetylesterase (Homo sapiens), Q9HAT2. SIAE FP-Rh probe binding. inhibition, % at 9.66 µM. 370,000 tested, 0.69% active. AID 1053197, 2014;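 active = inhibition above a cutoff: mean of compounds within the control limits plus 3 SD of those, cut at about 17% in these data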;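 also: 0% = plate median of compound wells and 100% = probe without SIAE protein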
PRMT1 inh – PRMT1 methyltransferase inhibitors, primary screen, biochemical, fluorescence polarization. recombinant PRMT1, activity-based probe fluorescence polarization. inhibition, % at 2.79 µM. 370,000 tested, 1.3% active. AID 652257, 2013;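 active = inhibition above about 21% made by adding two undisclosed values, limit read from the data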
ABHD4 inh – ABHD4 inhibitors, primary screen, biochemical, fluorescence polarization, mouse. inhibition, % at 8.92 µM. AID 720543, 2013. 370,000 tested, 0.54% active. purified mABHD4, FP-Rh probe fluorescence polarization. (Lyso)-N-acylphosphatidylethanolamine lipase (Mus musculus), Q8VD66;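 active = inhibition exceeding the mean over every tested compound plus 3 SD, cut at about 30% in these data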;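 also: 0% = plate median of compound wells and 100% = S159A mutant with DMSO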
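Test system: mABHD4 protein | Buffer or medium: HEPES pH 7.0 buffer, 150 mM NaCl, 0.01% Pluronic F-127 | Probe or stimulus: FP-Rh fluorescent activity-based probe, added after compound pre-incubation | Timing: Pre-incubation 45 min, probe exposure 60 min, at 25 °C | Technique: Fluorescence polarization, excitation 525 nm, emission 598 nm, BODIPY TMR filters | Repeats: Single well per compound (singlicate)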
Tn7 DDE FP – inhibitors of Tn7 peptide binding to fibrin DD(E), primary screen, biochemical, fluorescence polarization, human fibrin, Tn7 probe | FP displacement of FITC-Tn7 peptide from fibrin DD(E); 0% = median of compound wells per plate | inhibition, % at 8.3 µM | Fibrinogen beta chain (Homo sapiens), P02675 | AID 720508, 2013 | 370,000 tested, 0.13% active;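 active = inhibition above the mean of compounds falling within the control limits plus 3 SD of them, cut at about 14% in these data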;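 also: 0% = plate median of compound wells and 100% = 10 µM Aha-Tn7 peptide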
Target sequence (P02675 whole entry, looked up): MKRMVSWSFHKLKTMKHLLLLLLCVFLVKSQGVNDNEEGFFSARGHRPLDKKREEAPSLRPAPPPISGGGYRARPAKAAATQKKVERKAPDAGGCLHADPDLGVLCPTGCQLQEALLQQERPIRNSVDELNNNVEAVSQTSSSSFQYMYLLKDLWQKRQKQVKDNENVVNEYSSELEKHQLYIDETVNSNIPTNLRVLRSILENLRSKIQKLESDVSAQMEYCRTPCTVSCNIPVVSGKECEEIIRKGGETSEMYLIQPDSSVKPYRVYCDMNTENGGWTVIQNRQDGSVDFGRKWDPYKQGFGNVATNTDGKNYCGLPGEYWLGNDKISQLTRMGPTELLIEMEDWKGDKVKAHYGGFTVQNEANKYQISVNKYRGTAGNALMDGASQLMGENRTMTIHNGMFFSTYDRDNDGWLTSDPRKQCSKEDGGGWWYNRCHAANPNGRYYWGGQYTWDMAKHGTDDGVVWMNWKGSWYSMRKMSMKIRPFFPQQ
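Assay system: Human clot-derived fibrin DD(E) complex | Buffer or medium: Tris/NaCl/CaCl2 buffer, pH 7.8 | Repeats: One replicate per compound | Benchmarks: Aha-Tn7 high control | Measure: % inhibition scaled between sample-field median and high-control FP | Schedule: 10 min plus 3 h, room temperature | Signal: Fluorescence polarization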
Starred values were filed as active, the others as inactive; . = no result given.

SMILES	PG9 binder	TDP2 absorb	UHRF1 MBD2 ctr	LEDGF integ inh	TCR-CD3 inh	HTRA1 inh	SIAE primary	PRMT1 inh	ABHD4 inh	Tn7 DDE FP
CCOCCCNC(=O)CCn1ccc2cc(S(=O)(=O)N3CCCC3)ccc21	0.6	-4	-2	0	6	0	-4	-3	7	0
O=C(NCCCN1CCOCC1)c1c(F)c(F)c(F)c(F)c1F	-2.3	-10	-1	1	14	1	-7	-3	-8	-10
CCN(C(=O)c1cc2c(s1)-c1ccccc1S(=O)(=O)C2)c1cc(OC)ccc1OC	-0.1	-3	-1	1	-5	-9	3	-3	-3	7
C/C=C(\C)C(=O)NNC(=O)c1sc(-c2ccccc2)nc1C	-1.6	3	-1	3	-4	9	4	-3	1	2
Cc1cccc(CN2CCC(n3nccc3NC(=O)c3ccccc3C)CC2)n1	-0.9	14	-3	3	4	7	0	-2	3	1
CCCC(O)(c1ccccc1)C(CN1CCOCC1)c1ccccc1 (centres undefined)	0.5	-7	-1	2	7	-1	-1	-1	-2	2
C/C(CC(=O)NCc1ccc(Cl)cc1)=N\NC(=O)c1ccccc1F	-1.7	-9	-3	-3	-3	5	10	-2	3	7
O=c1c2cc(NC(=S)NCc3cccnc3)ccc2nc2n1CCCCC2	1.5	-6	-1	-10	-5	-3	-1	7	-1	4
CC(=O)Nc1ccccc1OCc1nnc(-c2cccs2)o1	-0.3	0	0	1	-3	2	0	4	-2	-9
Cc1cc(NC(=O)Nc2cccc3ccccc23)no1	2.2	-8	-3	3	3	-15	4	-1	2	6
CCCc1nn(C)c(C(=O)Nc2cccc(CC)c2)c1Cl	-0.9	-6	3	3	8	-19	2	0	-13	4
O=C(C[C@H]1C[C@H](C(=O)N2CCCCC2)[C@@]2(CCc3ccccc3)c3[nH]c4cc(-c5ccco5)ccc4c3CCN2C1=O)NCc1ccco1	1.9	-4	-2	3	-2	-11	-9	9	-12	-4
CN1C(=O)C2(NC(=O)c3ccccc3N2C)c2ccccc21 (centres undefined)	-2.1	10	1	4	8	7	-5	2	2	2
COc1ccc(Cc2nnc(SCC(=O)Nc3ccccc3C)n(N)c2=O)cc1	0.8	9	-2	4	3	5	-1	-1	2	-8
O=C(O)CCc1ccc(-c2cccs2)n1NC(=O)c1ccc(O)cc1	-3.5	-4	4	-2	1	4	7	11	11	4
Cc1nnc(SCC(=O)Nc2ccccc2NC(=O)CSc2nnc(C)s2)s1	0.8	11	-2	2	-1	2	4	-2	1	1
O=C(Cn1c(-c2ccccc2)noc1=O)NCc1ccccc1	-2.2	-16	3	9	0	2	-5	-1	-7	-1
Cc1cc(C)n(C(=O)CSc2nnc(SCC(=O)n3nc(C)cc3C)s2)n1	1.9	-1	0	-5	-6	2	0	1	5	4
CCOc1ccc(NC(=O)CSCc2cnn(-c3ccccc3)c2-n2cccc2)cc1	-0.2	11	0	0	0	-25	6	1	-10	0
O=C(COc1ccc2cc(Br)ccc2c1Br)N1CCOCC1	6.6	7	-2	0	7	-7	12	0	-9	-3
Cc1ccc(-n2nc3c(=O)n(CCCC(=O)NCc4ccccc4F)nc(C)c3c2C)cc1	-0.3	-3	2	0	-1	0	-3	6	-2	-1
CC(=O)Nc1cccc(NC(=O)C2CCN(C(=O)c3ccco3)CC2)c1	1.6	-23	4	-2	-4	3	7	-2	4	6
COc1cc(NC(=O)CS(=O)(=O)c2ccc(C)cc2)cc(OC)c1OC	1.5	8	1	0	-2	0	6	5	7	0
O=C(COC(=O)c1c(Cl)cccc1Cl)NC1CCCCCCC1	-0.1	-3	0	5	2	-14	-2	-2	3	-6
Cc1ccc(C(=O)N2CCN(C(=O)c3ccco3)CC2)cc1NC(=O)c1ccco1	1.3	8	0	-1	0	10	0	-3	-1	6
N#CC1(Nc2ccc(-c3ccc(Cl)cc3)cc2)CCCC1	2.3	-7	3	-2	1	7	2	1	0	3
Cc1cccn2c(=O)c3cc(C(=O)N4CCCC(C)C4)sc3nc12 (centres undefined)	-1.6	-27	2	0	-7	4	2	-1	-5	3
CCOc1ccc(N=C(/C(C(=O)C(=O)N2CCOCC2)=C(\O)c2ccccc2)c2ccccc2)cc1	-0.4	-18	-3	1	6	-3	2	1	0	4
Cc1ccc([C@@H]2[C@@H]3C(=O)N(C)C(=O)[C@@H]3[C@]3(C)C(=O)N(CCO)CC(=O)N23)o1	0.0	6	-1	-2	-3	-5	0	1	7	-5
O=C(CSc1ncnc2scc(-c3ccc(Cl)cc3)c12)NCc1ccc2c(c1)OCO2	0.7	8	5	3	1	-1	-2	0	-5	-4
COC(=O)c1ccc(C(=O)Nc2cc(Cl)ccc2Cl)cc1NC(=O)c1ccccc1C	1.2	11	-1	0	5	-1	-2	0	-1	-3
COc1ccc(CC2SC(N)=NC2=O)cc1 (centres undefined)	-2.0	2	-2	0	-6	6	5	-6	2	-8
CN(C)/C=C/C(=O)/C=C/c1cn(-c2ncc(C(F)(F)F)cc2Cl)c2ccccc12	-0.9	-5	-1	10	-3	5	-3	0	-4	0
Cc1ccc(C)c(S(=O)(=O)N2CCN(C(=O)c3ccccn3)CC2)c1	-1.8	8	18	-5	-5	1	8	2	1	7
COc1ccccc1C1CCN(C(=O)c2cnn(-c3ccccc3)c2C)CC1	-0.6	-6	1	-4	4	-9	-3	4	-6	5
CCOC(=O)C1=C(CSc2nc(-c3ccccc3)ccc2C#N)OC(N)=C(C#N)C1c1ccccc1 (centres undefined)	-0.9	-2	-3	-1	-13	-92	-33	12	-116	-2

Entries above with a cyano group:
SMILES	PG9 binder	TDP2 absorb	UHRF1 MBD2 ctr	LEDGF integ inh	TCR-CD3 inh	HTRA1 inh	SIAE primary	PRMT1 inh	ABHD4 inh	Tn7 DDE FP
N#CC1(Nc2ccc(-c3ccc(Cl)cc3)cc2)CCCC1	2.3	-7	3	-2	1	7	2	1	0	3
CCOC(=O)C1=C(CSc2nc(-c3ccccc3)ccc2C#N)OC(N)=C(C#N)C1c1ccccc1 (centres undefined)	-0.9	-2	-3	-1	-13	-92	-33	12	-116	-2

Whole records, quoted from the list:
`O=C(NCCCN1CCOCC1)c1c(F)c(F)c(F)c(F)c1F` reads PG9 binder: -2.3; TDP2 absorb: -10; UHRF1 MBD2 ctr: -1; LEDGF integ inh: 1; TCR-CD3 inh: 14; HTRA1 inh: 1; SIAE primary: -7; PRMT1 inh: -3; ABHD4 inh: -8; Tn7 DDE FP: -10
`COc1cc(NC(=O)CS(=O)(=O)c2ccc(C)cc2)cc(OC)c1OC` reads PG9 binder: 1.5; TDP2 absorb: 8; UHRF1 MBD2 ctr: 1; LEDGF integ inh: 0; TCR-CD3 inh: -2; HTRA1 inh: 0; SIAE primary: 6; PRMT1 inh: 5; ABHD4 inh: 7; Tn7 DDE FP: 0

Continued:
SMILES	PG9 binder	TDP2 absorb	UHRF1 MBD2 ctr	LEDGF integ inh	TCR-CD3 inh	HTRA1 inh	SIAE primary	PRMT1 inh	ABHD4 inh	Tn7 DDE FP
Cc1ccc(C)c(SCC(=O)Nc2cc(S(=O)(=O)N3CCOCC3)ccc2C)c1	0.6	8	0	-2	-1	-9	-4	3	-2	-1
COc1ccc(NS(=O)(=O)c2ccc(O)c(C(=O)OCC(=O)NC(C)C3CC4CCC3C4)c2)cc1 (centres undefined)	0.0	3	-1	-2	1	2	8	0	-1	-1
CCOC(=O)CNc1nc2ccccc2n2c(C)nnc12	0.4	-3	-5	2	6	3	-3	-5	0	3
COC(=O)c1ccc(Cn2c(C)cc(C)[n+]2C)o1	1.8	-3	-3	1	-4	0	8	-5	5	-2
CSc1nsc(SCC(=O)Nc2cccc(NC(C)=O)c2)n1	-0.5	-8	2	-2	-3	-12	-3	8	3	6
Cc1cc(N2CCCC(C(=O)Nc3cccc4ccccc34)C2)n2ncnc2n1 (centres undefined)	0.1	12	-2	3	3	1	-1	-2	0	2
COc1cccc(/C=C/C(=O)OCC(=O)c2ccc3c(c2)NC(=O)CO3)c1	-1.1	2	0	5	4	4	-22	-1	-2	-4
CC(C)CN1CCN(CCCc2ccccc2)C(CCO)C1 (centres undefined)	0.2	-3	3	0	4	2	4	-1	0	-9
O=C(Nc1ccccc1)Nc1ccc(Cl)c(S(=O)(=O)N2CCOCC2)c1	0.1	6	-1	1	-2	-32	-7	1	-13	1
O=C(COC(=O)c1cccc(S(=O)(=O)N2CCc3ccccc32)c1)Nc1ncc(Cl)cc1Cl	-0.6	-2	0	-3	7	0	0	1	6	-6
N#Cc1ccccc1Sc1ccccc1C(=O)OCC(=O)N1CCN(C(=O)c2ccco2)CC1	2.3	-2	0	1	8	8	1	1	4	0
CN(Cc1ccccc1)c1nc(CN2CCOCC2)nc2scc(-c3ccccc3)c12	0.0	-3	0	4	4	-21	-5	2	0	2
O=S(=O)(c1ccc(F)cc1)N1CC=C(c2ccccc2)CC1	-3.3	-11	1	2	8	.	-1	-2	2	-2

An unsorted share of the library. Share with any hit: about 4.2%.
